Screens deposited in PubChem by National Center for Advancing Translational Sciences (NCATS).
aSyn yeast rescue = inhibitors of alpha-synuclein toxicity in yeast | S. cerevisiae alpha-synuclein toxicity rescue, BacTiter-Glo growth, 24 h | Potency, µM (top dose mostly 46.1 µM), inactives show at the highest dose growth rescue (activation), most hits filed as activators | 94,000 compounds, 0.02% hits; active means well fitted activation curve with a large enough effect; inconclusive means small, poorly fitted or top-dose-only effect; further: 0% is about no effect
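Growth restoration measured by BacTiter-Glo luminescence after 24 hr at 30 deg C; alpha-synuclein yeast, raffinose-pregrown to mid-log, were added at OD600=0.02 in galactose medium onto pinned compounds.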
The depositor's hits bear a star; ? = inconclusive; & = joins results of further samples; [ ] = remark or other dose. Potency means the concentration at half of the fitted maximal effect. Some of the compounds tested; count on the stated rates, not on these rows.

SMILES	aSyn yeast rescue
CCCOc1ccc(CNC(=O)c2ccc(-n3c(C)cc4c3CCC(C)C4)cc2)cc1 (stereo not given)	-3%
COc1cccc(CC(=O)OC(C)C(=O)NCc2ccc3c(c2)OCO3)c1 (stereo not given)	5%
COc1cccc(-n2cc(C(=O)NCc3cccc(Cl)c3)c3ccccc3c2=O)c1	8%
COc1ccc(NS(=O)(=O)c2cnc(N)nc2)cc1Cl	0%
CCCCN(C(=O)c1cc2c(s1)CCC2)c1c(N)n(CCCC)c(=O)[nH]c1=O	-27%
Cc1ccc(-n2nnnc2CNC(=O)C2CC(=O)N(c3ccc(F)cc3)C2)cc1C (stereo not given)	8%
O=C(O)c1ccc(NC(=O)c2cn(-c3ccccc3)nc2-c2ccc(F)cc2)cc1	1%
CCCCN(CCCC)CCNC(=O)c1cc(-c2cccnc2)nc2ccc(S(=O)(=O)N3CCC(C)CC3)cc12	2%
CCOC(=O)N1CCN(C(c2ccc(C)cc2)c2sc3nc(C)nn3c2O)CC1 (stereo not given)	1%
COc1ccc(-c2cc(-c3ccc(C)cc3)nc3c2COc2ccccc2-3)cc1	3%
COc1cc(/C=C/CO)cc(OC)c1OC/C=C(\C)CCC=C(C)C	5%
O=C(Cc1cccs1)NC1CC(=O)N(c2ccccc2)C1 (stereo not given)	2%
CCOC(=O)c1ccc(S(=O)(=O)N2CCC(C(=O)NCC3COc4ccccc4O3)CC2)cc1 (stereo not given)	14%
COc1ccccc1N(Cc1ccccc1)S(=O)(=O)c1cccc(C(=O)NC2CC(C)(C)NC(C)(C)C2)c1	3%
CCOc1ccccc1NC(=O)C1CCCN(S(=O)(=O)c2ccc3c(c2)CCCN3C(C)=O)C1 (stereo not given)	-4%&0%
COc1cccc(NC(=O)C(=O)NCCc2sc(-c3cccc(C)c3)nc2C)c1	2%
COc1ccc(-c2noc(-c3cc(-c4ccc(F)cc4)n[nH]3)n2)cc1	-1%
Cc1ccc2nc(-c3ccc(O)cc3)c(Nc3ccc(Cl)cc3)n2c1	14%
COc1ccc(CNC(=O)c2cc3sccc3n2Cc2ccc(F)cc2)cc1	-8%
COCCNC(=O)CCCn1c(SCc2ccccc2Cl)nc2c(sc3ccccc32)c1=O	-1%
COc1ccc(C(=O)c2ccc(Br)cc2)c2ccccc12	3%
CCNC(=O)c1c2c(nc3ccccc13)C(=O)N(C1CCCCC1)C2	-12%
O=C(OCc1csc(-c2ccccc2)n1)c1ccccc1O	0%
COc1ccc(CNC(=O)CSc2cccc3cccnc23)cc1	3%
Cc1ccc(NC(=O)C(=O)NCC(c2ccc3c(c2)OCO3)N2CCN(C)CC2)c(C)c1 (stereo not given)	1%
CSc1nc2nc3c(cc2c(=O)n1-c1ccccc1C)CCCC3	-21%
COc1ccccc1C1Nc2c(sc3nc(C)cc(C)c23)C(=O)N1c1ccccc1 (stereo not given)	-67%[inhibitor]
O=C(CCn1cnc2ccccc2c1=O)NCc1ccccc1	-6%
NC(=O)CSc1nnc2ccc(-c3ccc(Cl)cc3)nn12	-4%
O=C(COC(=O)/C=C/c1ccc2c(c1)OCO2)Nc1ccc(S(=O)(=O)N2CCCC2)cc1	8%
CCOc1ccccc1N1CCN(CC(O)COCc2cccs2)CC1 (stereo not given)	-4%
COc1ccc2c(C)cc3nnnn3c2c1	5%
Cc1cc([N+](=O)[O-])nn1CC(=O)N(C)C1CCCCC1	3%
CC(=O)N1CCOc2ccc(S(=O)(=O)N3CCC(C(=O)NCc4ccc(Cl)cc4)CC3)cc21	2%
Cc1ccccc1-c1nc(CS(=O)(=O)CC(=O)Nc2cc(F)ccc2F)c(C)o1	2%
Cc1ccc(N(C)S(=O)(=O)c2ccc3[nH]cc(C(=O)O)c(=O)c3c2)cc1C	-4%
COCCn1c(SCC(=O)NCc2ccco2)nnc1-c1c[nH]c2ccccc12	6%
COc1ccc(-c2cc(C(F)(F)F)nc(SCC(=O)N3CCC(C)CC3)n2)cc1	-2%
CC(=O)c1ccc(N2CCN(C(=O)C3CCN(S(=O)(=O)c4c(C)noc4/C=C/c4ccccc4F)CC3)CC2)cc1	2%
O=C1c2ccccc2NC(c2cccc([N+](=O)[O-])c2)N1CCc1ccccc1 (stereo not given)	10%
Cc1ccc(-c2ccc(/C=N/n3cnnc3)o2)cc1	6%
COc1ccc(-c2noc(CN(C(=O)c3ccoc3C)C(C)C)n2)cc1	1%
Cc1ccc(S(=O)(=O)N(C)C)cc1NC(=O)c1cncc(Br)c1	16%
O=C(CSc1nnc(-c2ccccc2)o1)c1cccc([N+](=O)[O-])c1	-8%
O=C(OCc1cn([C@@H]2CN(Cc3cccs3)[C@@H](c3ccccc3)C[C@H]2O)nn1)c1ccccc1	5%
CC1CCC(NC(=O)C(NS(=O)(=O)c2ccc(Br)cc2)C(C)C)CC1 (stereo not given)	6%
CCOC(=O)c1ccc(N2C(=O)c3n[nH]c(C)c3C2c2ccc(OCC)cc2)cc1 (stereo not given)	-10%
CC(C)c1ccc(OC(=O)c2cc(-c3ccc4c(c3)OCCO4)on2)cc1	-6%
Cc1ccc(S(=O)(=O)N2C[C@H]3[C@H]4C(=O)N(c5ccccc5)C(=O)[C@H]4C[C@H](OC(=O)Nc4c(C)noc4C)[C@@]3(O)C2)cc1	1%
CN(CC(=O)Nc1ccccc1Cl)S(=O)(=O)c1ccc(C(=O)N2CCOCC2)s1	-7%
CCOc1ccccc1NC(=O)CN1Cc2ccccc2C1=O	5%
O=C(CCCc1nc(-c2ccco2)no1)Nc1ccccc1[N+](=O)[O-]	12%
Cc1ccccc1Nc1nc(Cl)nc(NC(C)(C)C)n1	-5%
Cc1ccc([C@H]2N[C@]3(CCCN(Cc4cccn4C)C3=O)[C@H]3C(=O)N(C)C(=O)[C@@H]23)cc1	-4%
CN(C(=O)CSc1nnc(CN2CCCC2)n1Cc1ccccc1)c1ccccc1	-3%
COCCCNc1nc2c(-c3cccc(C)c3)nnn2c2ccccc12	2%
Cn1c(=O)[nH]c(=O)c2c1nc(CN1CCN(c3ccccc3F)CC1)n2Cc1ccc(F)cc1	1%
Cc1ccc(S(=O)(=O)N2CCCCC2)cc1C(=O)N(CCc1ccccc1)Cc1ccccc1	-1%
O=C(Nc1ccc(F)cc1)N1CCN(C(=O)c2nsc3ccccc23)CC1	1%
CN(Cc1cnn(C)c1)S(=O)(=O)c1cccc([N+](=O)[O-])c1	12%

Two entries drawn at random from the list so far, as already listed:
SMILES	aSyn yeast rescue
CC(C)c1ccc(OC(=O)c2cc(-c3ccc4c(c3)OCCO4)on2)cc1	-6%
CN(Cc1cnn(C)c1)S(=O)(=O)c1cccc([N+](=O)[O-])c1	12%

The list goes on.
SMILES	aSyn yeast rescue
COc1ccc(Cl)cc1NC(=O)c1nn(-c2ccc(C)cc2)c(=O)n(C)c1=O	-8%
COCCNC(=S)N(CCc1c(C)[nH]c2ccc(Cl)cc12)Cc1cccnc1	-2%
Cc1oc(-c2ccc(C(=O)Nc3ccc(F)cc3)cc2)nc1COc1ccccc1	-13%
Cc1ccccc1NS(=O)(=O)c1ccc(C(=O)NCc2ccccc2CN2CCCC2)cc1	-5%
COc1ccc(CNC(=O)CC2Oc3ccc(C)cc3NC2=O)cc1 (stereo not given)	-7%
CCOc1ccccc1-c1noc(CSc2nnc(-c3ccncc3)n2-c2ccc(F)cc2)n1	6%
CN(Cc1cccnc1)Cc1cn[nH]c1-c1ccc(-c2ccccc2)cc1	-8%
Cc1cc(OCC(=O)Nc2sc3c(c2C(N)=O)CCCC3)ccc1C(C)C	-9%
CCOc1ccc(C(=O)Cn2c(=O)n3nc(CCn4nc(C)cc4C)nc3c3cc(OC)c(OC)cc32)cc1	-8%
Cc1ccc(-c2nnc(Nc3ccc(O)cc3)c3ccccc23)cc1S(=O)(=O)NCc1nc2ccccc2[nH]1	-3%
COc1cccc(CNC(=O)CSC(=S)N2CCCC2)c1	-1%
COc1ccc(Cl)cc1N(C)C(=O)Cn1cnc2sc(C)c(S(=O)(=O)N3CCN(c4ncccn4)CC3)c2c1=O	1%
COc1ccccc1/C=C/c1nc2ccccc2n1C(C)C	-9%
CCc1nn2c(=O)c(S(=O)(=O)Nc3ccc(C(C)C)cc3)c(C)nc2s1	?
Cc1ccc(NC(=O)c2ccc3c(c2)NC(=O)CS3)nc1	4%
CC(C)(CO)CNC(=O)CCc1nnc(Cc2ccc(-c3ccccc3)cc2)o1	4%
C=CCNC(=S)N1CCN(c2ncc(C(F)(F)F)cc2Cl)CC1	0%
COc1ccc(-c2cc(C(=O)Nc3cccnc3)no2)cc1OC	-2%&-5%
COc1ccc(NC(=O)CN2CCCCCC2)cc1OC	-12%
Cc1ccc(S(=O)(=O)CC(=O)Nc2nccs2)cc1	0%
O=C(CSc1nnc(-c2ccc(C(F)(F)F)cn2)s1)c1ccccc1	-7%
CC(=O)N1CCCc2cc(S(=O)(=O)N3CCN(c4ccc(F)cc4)CC3)ccc21	-1%
Cc1ccc(NC(=O)CCn2c(=O)[nH]c3ccsc3c2=O)cc1C	4%
O=C(CN1CCN(C(=O)CNC(=O)c2ccc(N3CCCC3=O)cc2)CC1)Nc1cccc(F)c1	-6%
Cc1ccc(CC(=O)NCc2nc(-c3cccc(C)c3)no2)cc1	-12%
O=C1OCCC1Sc1nc2ccccc2c(=O)n1-c1ccc(F)cc1 (stereo not given)	5%
Cc1ccccc1C(=O)N1CCC(C(=O)NCCc2ccc(S(N)(=O)=O)cc2)CC1	3%
COC(=O)c1c(C)oc2ccc(N(C(=O)c3ccncc3)S(=O)(=O)c3cc(C)c(C)cc3C)cc12	5%
CCOC(=O)C1CCCN(c2c(NCCc3ccc(C)cc3)c(=O)c2=O)C1 (stereo not given)	8%
CCOc1ccc(NC(=O)C2CCN(c3nc4ccccc4[nH]3)CC2)cc1	-1%
COc1cccc(NC(=O)CN2C(=O)c3cccnc3Oc3ccc(Cl)cc32)c1	3%
COc1ccc(N(CC(=O)O)S(=O)(=O)c2ccc(C)cc2)cc1Cl	-2%
Cc1cc2ccccc2n1CCNC(=O)C1CCCCC1	-6%
O=C(N/N=C/c1cccc(NC(=O)c2ccc(Cl)cc2)c1)c1cccc(O)c1	-9%
CCc1ccc(-c2nc(SCC(=O)NCC3CCCO3)c(-c3ccc(F)cc3)[nH]2)cc1 (stereo not given)	-2%
Cc1ccc(-c2ccc3nnc(SCC(N)=O)n3n2)cc1	-7%
CCc1nnc2c(NCc3ccccc3OC)nc3ccccc3n12	-9%
CCOc1ccc(NC(=O)c2cn(C3CCCCC3)c(=O)c3c2c2ccccc2n3C)cc1	0%
COc1cc2c(cc1OC)C(COc1ccc3c(C)cc(=O)oc3c1)N(C(=O)Cc1ccc(F)cc1)CC2 (stereo not given)	5%
O=C(NCc1ccccn1)c1cccn1-c1ncc(C(F)(F)F)cc1Cl	-18%
CSc1ccccc1C(=O)N(CC1CCCO1)c1c(N)n(Cc2ccccc2)c(=O)[nH]c1=O (stereo not given)	-2%
CCOC(=O)c1c(S(=O)(=O)N2CCC(C(=O)N3CCN(c4cccc(C)c4C)CC3)CC2)c(C)n(C)c1C	8%
CCOC(=O)c1cccc(NC(=O)CC2C(=O)N(c3ccc(Cl)cc3)C(=O)N2C2CCCC2)c1 (stereo not given)	-6%
CC(C)CCN1C(=O)N(c2ccccc2)C(=O)C1CC(=O)Nc1ccc(Cl)cc1 (stereo not given)	3%
CCc1ccc(OCC(=O)N2CCc3ccccc32)cc1	?
CCOc1ccc(-n2cc(C(=O)Nc3ccccc3OCC)c3cc(OC)c(OC)cc3c2=O)cc1	3%
COc1ccc(OC)c(CNC(=O)c2cc3c(Cl)nc4ccccc4c3s2)c1	4%
COc1cccc(COC(=O)C2CC(=O)N(Cc3ccccc3)C2)c1OC (stereo not given)	1%
CC(C)[C@H](NC(=O)c1ccco1)C(=O)OCC(=O)Nc1ccc(Cl)c(S(=O)(=O)N(C)C)c1	-4%
COc1cc(Nc2nc(SCC(=O)c3ccc(Br)cc3)nc3ccccc23)cc(OC)c1	-20%
O=C(COc1ccccc1Cl)Nc1nc(-c2ccc(F)cc2)ns1	-13%
O=C(CN1CCOc2ccccc21)N1CCCC1	-34%[inhibitor]
O=C(CCc1nc2ccccc2c(=O)[nH]1)Nc1nnc(SCc2ccc(F)cc2)s1	6%
CN(Cc1ccccc1)C(=O)C1CCC(CNS(=O)(=O)c2cccc3cccnc23)CC1 (stereo not given)	13%
Cc1[nH]ccc2c1[nH]c1cc(=O)ccc12	5%
COc1ccc(C2=NO[C@@H]3[C@@H]4C[C@@H]([C@H]5C(=O)N(C)C(=O)[C@@H]45)[C@H]23)c(OC)c1	4%

Copied from the list:
COC(=O)c1c(C)oc2ccc(N(C(=O)c3ccncc3)S(=O)(=O)c3cc(C)c(C)cc3C)cc12 in aSyn yeast rescue shows 5%
COc1cccc(NC(=O)CN2C(=O)c3cccnc3Oc3ccc(Cl)cc32)c1 in aSyn yeast rescue shows 3%
Cc1cc(OCC(=O)Nc2sc3c(c2C(N)=O)CCCC3)ccc1C(C)C in aSyn yeast rescue shows -9%
CCOc1ccc(NC(=O)C2CCN(c3nc4ccccc4[nH]3)CC2)cc1 in aSyn yeast rescue shows -1%
O=C(COC(=O)/C=C/c1ccc2c(c1)OCO2)Nc1ccc(S(=O)(=O)N2CCCC2)cc1 in aSyn yeast rescue shows 8%
Cc1cc([N+](=O)[O-])nn1CC(=O)N(C)C1CCCCC1 in aSyn yeast rescue shows 3%

Part of the list above, set out differently:
SMILES | aSyn yeast rescue
COCCNC(=O)CCCn1c(SCc2ccccc2Cl)nc2c(sc3ccccc32)c1=O | -1%
COc1ccc(C(=O)c2ccc(Br)cc2)c2ccccc12 | 3%
CCNC(=O)c1c2c(nc3ccccc13)C(=O)N(C1CCCCC1)C2 | -12%
O=C(OCc1csc(-c2ccccc2)n1)c1ccccc1O | 0%
COc1ccc(CNC(=O)CSc2cccc3cccnc23)cc1 | 3%
Cc1ccc(NC(=O)C(=O)NCC(c2ccc3c(c2)OCO3)N2CCN(C)CC2)c(C)c1 (stereo not given) | 1%
CSc1nc2nc3c(cc2c(=O)n1-c1ccccc1C)CCCC3 | -21%
